# Ins promoter up: insulin promoter activators in MIN6 cells, imaging, high-content screening, mouse beta cells; MIN6 insulin promoter-GFP reporter; hits give high values; z-score at 5 µM; hit rate 0.3% among 190,000;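 active = z-score above 3 at 5 µM with at least 500 cells counted in the well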
# Dynein cargo inh: inhibitors of GR-EGFP nuclear translocation, primary screen, dynein cargo transport inhibitor project, imaging, high-content, 3617.4 mouse cells | AID 1381, 2008 | z-score, hits read low | test concentration mostly 20 µM; stimulated with dexamethasone, 1 µM; hits give low values | hit rate 0.47% among 220,000;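 active = plate z-score of nuclear minus cytoplasmic receptor signal below a set negative limit, without overly bright fluorescence or cell loss, cut at about -3.5 in these data, passing the limit was not always enough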;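 also: z-score of nuclear minus cytoplasmic ring GR-EGFP intensity difference per well; some compounds called inactive have numbers as strong as hits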
#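 Buffer or medium: tetracycline-free induction medium containing charcoal-stripped FBS / Reagent: dexamethasone agonist, 1.0 µM final, for 30 min / Technique: automated 10x imaging of fixed Hoechst-stained cells / Times: induction 48 h, compound 1 h, agonist 30 min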
# Hep lipid drop: inhibitors of hepatocyte lipid droplet formation, primary screen, imaging, high-throughput imaging, BODIPY stain | AML12 mouse hepatocytes, oleate lipid droplets | inhibition, % at 6.5 µM | hit rate 0.4% among 240,000;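 active = lipid droplet intensity inhibited by at least 50%, with more than 500 cells counted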
#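 material = mouse AML12 hepatocyte cell line, fixed after treatment | also added = 100 µM oleic acid challenge | doses = compound at 6.5 µM only | schedule = overnight exposure | technique = Image-based BODIPY and DAPI two-channel analysis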
# MT stabilize HCS: microtubule stabilizers in HeLa cells, primary screen, imaging, high-content imaging. HeLa tubulin immunostaining HCS, 24 h; share of cells brighter than vehicle mean+2SD. % tubulin-high responders, % at 10 µM. hit rate 0.83% among 200,000. AID 2205, 2009;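 active = plate Z-score above 3 for both tubulin-high and condensed-nucleus cell shares, with cell loss under 80%, at 10 µM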;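 also: anti alpha tubulin signal scored within the nucleus-defined area of each cell; some results filed as inactive read as strong as hits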
# T cell HTS: modulators of CD8 T cell-vesicle binding, primary screen, mouse 2C CD8+ T cells, flow cytometry; AID 2052, 2009; calls only at 7 µM; 2C CD8+ T cell-vesicle binding; hits give low values; hit rate 0.068% among 330,000;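 active = response, share of CD8 T cells binding vesicles, and their 90th percentile fluorescence all below set limits, cut at about 80% in these data, passing the limit was not always enough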
#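 material = purified 2C TCR transgenic mouse naive CD8+ T cells | controls = Unloaded micro-vesicles (low), QL9 vesicles with 0.7% DMSO (high) | detection = cytometric PE anti-B7-1 and Alexa647 anti-CD8 signals after 1% paraformaldehyde fixation | incubation = binding step 1.5 h, 37 °C, antibody labelling 20 min, ice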
# Autophagy mod: autophagy modulators in MEF cells, primary screen, imaging, high-content, MEF GFP-LC3; MEF GFP-LC3 puncta imaging; test concentration mostly 10 µM; calls only at 10 µM (by protocol); hit rate 0.98% among 190,000; AID 463193, 2010;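 active = percentage of spot-positive cells more than 3 SD above its plate mean, without a fluorescence outlier flag or 80% toxicity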;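 also: spot-positive cell cutoff set from DMSO-treated cells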
# bCat nuc transl: modulators of beta-catenin nuclear translocation, primary screen, imaging, HeLa cells, immunofluorescence, high-content. hit rate 0.3% among 190,000. nuclear translocation activity, % at 5 µM;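 active = nuclear translocation activity above 50% at 5 µM, with a well cell count of 50 or more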;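 also: per-cell ratio of nuclear to cytoplasmic median beta-catenin stain intensity; plate controls were DMSO negative control for no effect and GSK-3 inhibitor IX positive control for full effect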
#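 System: HeLa cells, endogenous beta-catenin; compound dosing: 5 µM primary single dose, 0.1% DMSO, 0.02–20 µM confirmation series; incubation: 24 h compound exposure at 37°C, 5% CO2; signal: beta-catenin immunofluorescence imaging with DAPI; evaluation: % activation, nuclear-to-cytoplasmic median beta-catenin signal ratio per cell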
# PhoP inhibition: inhibitors of PhoP regulon expression, primary screen, Salmonella Typhimurium, GFP reporter (AID 1863); hit rate 0.16% among 300,000; S. Typhimurium PhoP-regulated promoter GFP reporter, 4 h; higher % means a stronger effect; one-dose inhibition, % at 50 µM; IC50 in µM for titrated hits;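 active = inhibition over 29.93%, a cutoff 3 SD above the screen mean, later confirmed by dose response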;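 also: 0% = low Mg2+ inducing control and 100% = high Mg2+ repressing control; strong numbers were not always called active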
# CSM14.1 death rescue: rescue of cells from ER stress-induced death, primary screen, 384-well, CSM14.1, thapsigargin, ATP luminescence (AID 1222); CSM14.1 thapsigargin-induced death rescue, ATP luminescence; higher % means a stronger effect; cellular ATP content (survival), % at 20 µM, or EC50 in µM where a hit was titrated; 190,000 tested, under 10 active;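 active = EC50 below 50 µM in the dose-response confirmation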;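 also: death triggered by thapsigargin at about 15 µM added after 2 h compound pretreatment; cell ATP read after overnight thapsigargin exposure of roughly 18 to 22 hours; normalized against plate controls of thapsigargin alone and 5% DMSO vehicle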
# Dynein cargo inh cytoplasmic EGFP: further read-out of Dynein cargo inh, marked with its call; z-score; measured here: cytoplasmic GR-EGFP intensity; hits give high values
# Dynein cargo inh nuclear GR-EGFP: second read-out of Dynein cargo inh, no call of its own (marks repeat the call); z-score; measured here: nuclear GR-EGFP intensity;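 lower value marks the stronger effect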
# Dynein cargo inh cell count: recorded beside Dynein cargo inh, whose call it bears; z-score; measured here: cell count per field
# Ins promoter up cell count: also measured in Ins promoter up; calls as there; cell count; measured here: cytotoxicity, nuclei count;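 total cells summed across four imaged fields per well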
# Hep lipid drop cells 6.5 µM: recorded beside Hep lipid drop, whose call it bears; cell count; measured here: cell count, cytotoxicity flag;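 cells counted across two imaged fields per well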
# bCat nuc transl cell count 5 µM: recorded beside bCat nuc transl, whose call it bears; cell count; measured here: cell count, cytotoxicity flag
# T cell HTS vesicle-bound %: second read-out of T cell HTS, no call of its own (marks repeat the call); double positive events, %; measured here: CD8+ vesicle-bound cell fraction;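 binding gate set so that unloaded-vesicle control wells show 10% double positive cells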
# MT stabilize HCS Hoechst-high %: also measured in MT stabilize HCS; calls as there; % Hoechst-high responders; measured here: nuclear condensation Hoechst responders;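 share of cells brighter than vehicle mean plus two SD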
# MT stabilize HCS cytotoxicity %: also measured in MT stabilize HCS; calls as there; toxicity, %; measured here: cytotoxicity by cell density;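 0% = mean cell density of plate MIN control wells and 100% = no cells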
# Autophagy mod cell loss 18 h: further read-out of Autophagy mod, marked with its call; toxicity, %; measured here: cell loss, nuclei count;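 cell loss after 18 h compound exposure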
# * marks the source's active call; other numbers are inactive results; i = inactive; . = no result given.
SMILES,Ins promoter up,Ins promoter up cell count,Dynein cargo inh,Dynein cargo inh cytoplasmic EGFP,Dynein cargo inh nuclear GR-EGFP,Dynein cargo inh cell count,Hep lipid drop,Hep lipid drop cells 6.5 µM,MT stabilize HCS,MT stabilize HCS Hoechst-high %,MT stabilize HCS cytotoxicity %,T cell HTS,T cell HTS vesicle-bound %,Autophagy mod,Autophagy mod cell loss 18 h,bCat nuc transl,bCat nuc transl cell count 5 µM,PhoP inhibition,CSM14.1 death rescue
CCN(CCCNc1ncnc2nc[nH]c12)c1cccc(C)c1,-0.39,1888,-0.76,-0.23,-0.06,1.4,-35,540,2.2,2.3,8.3,i,24,i,3,-3.5,1104,19%,.
CN(C)C(=O)CSc1nc2ccc(N3C(=O)c4ccccc4C3=O)cc2s1,.,.,-0.74,-0.23,-0.46,1.1,1,754,.,.,.,i,37,.,.,-2.0,1362,-6%,.
COc1ccc(NC(=O)CN(C)S(=O)(=O)c2ccc3c(c2)OCCO3)c2ncccc12,0.32,1542,-0.43,-0.15,0.085,-0.22,.,.,7.3,2.9,5.0,i,15,i,8,-8.0,945,5%,0.2%
Cc1c(N2C(=O)/C(=C/C3CC=CCC3)SC2=S)c(=O)n(-c2ccccc2)n1C (stereo unspecified),-0.14,873,-0.68,-0.58,-0.65,-0.86,9,679,.,.,.,i,25,.,.,-0.3,1350,-1%,.
CNC(=O)NNC(=O)c1csc(Cc2c(Cl)sc3ccc(Cl)cc23)n1,-0.17,1010,-0.14,-0.23,0.44,0.39,6,665,.,.,.,i,59,.,.,-1.2,1304,-7%,.
COc1ccc(C(=O)c2c[nH]c(C(=O)NCc3cccs3)c2)cc1,-0.22,1625,-1.4,0.68,0.083,0.94,.,.,1.9,1.9,7.5,i,23,i,-12,-4.5,1340,-2%,-1.7%
O=C(C1CCCN1S(=O)(=O)c1cccc2cccnc12)N1CCn2c1nc1ccccc12 (stereo unspecified),-0.84,1478,0.26,-0.21,0.46,-0.07,-15,725,8.0,1.8,8.6,i,50,.,.,2.7,1062,-5%,.
Cc1cc(C(=O)Nc2ncc(C)s2)c2ccccc2n1,1.6,1201,-0.48,0.015,-0.32,-0.56,-14,724,3.1,1.8,0.9,i,20,i,-7,-1.2,999,0%,-3.5%
CCOC(=O)c1sc(NC(=O)c2sccc2C)cc1C,3.1*,1025*,-5.6,9.4,-1.7,-4.9,.,.,2.2,1.3,2.6,i,44,i,-2,.,.,6%,-1.8%
COc1ccccc1NC(=O)C(=O)N/N=C/c1ccc([N+](=O)[O-])s1,0.1,1263,-0.44,-0.29,-0.44,0.53,-8,701,5.4,2.3,0.4,.,.,i,2,0.6,1493,1%,0.6%
Cc1cccc(NC(=S)N(CCN(C)C)C(C)c2ccccn2)c1 (stereo unspecified),.,.,0.68,8.1,1.4,-3.3,10,770,0.7,1.9,6.5,i,15,i,-11,-15,1296,6%,2.3%
O=C(NC1CCCCC1)N1CCN(Cc2ccco2)CC1,-0.42,1500,-0.23,-0.27,0.15,0.0026,-2,671,2.8,1.8,1.0,i,43,i,19,-1.2,949,-8%,4.8%
Cc1cc(Cl)ccc1OCC(=O)NC(=S)Nc1ccccc1N1CCOCC1,0.86,1344,0.14,-0.26,0.32,0.23,1,677,3.6,2.2,2.7,i,49,i,7,-4.8,553,-3%,-0.9%
O=C(Nc1ccccc1C(=O)NCc1cccnc1)c1ccco1,0.83,865,-0.45,-0.068,0.18,0.77,0,813,3.2,1.9,9.1,i,42,i,31,.,.,-8%,0.0%
Cn1cc(C(=O)c2cccc(Cl)c2)cc1C#N,0.31,1353,2.2,-0.23,1.3,-1.8,10,736,5.1,2.2,9.4,i,54,i,2,-4.6,1074,9%,-0.7%
O=C(NCCCn1ccnc1)C(=O)NCC(c1cccnc1)N1CCN(c2ccc(F)cc2)CC1 (stereo unspecified),0.56,1083,0.61,-0.25,1.4,-0.7,0,761,3.0,2.6,4.5,i,7,i,4,0.1,511,3%,0.0%
CCc1nnc(NC(=O)CSc2nc3cccnc3n2Cc2ccccc2)s1,.,.,0.37,-0.24,0.052,0.45,-22,696,2.7,2.1,7.8,i,0,i,2,-2.3,547,1%,1.2%
COc1ccc(N=C(C)c2sc3ccccc3c2O)cc1,0.05,991,0.19,0.38,0.22,-0.086,11,718,.,.,.,i,56,.,.,0.0,1340,-8%,.
c1ccc(CCC2=NCCn3cccc32)cc1,-0.03,1124,-0.11,-0.26,0.04,-0.12,.,.,5.6,2.8,3.5,i,16,i,-3,1.1,1140,-10%,1.3%
O=C(NCCCNc1ccc([N+](=O)[O-])cc1Cl)c1ccccc1F,-0.38,1312,0.7,-0.3,0.072,0.36,1,770,2.5,2.5,9.5,i,51,i,8,.,.,-5%,1.4%
O=C(O)CCCC(=O)Nc1ccc(Br)cc1,.,.,-1,-0.15,-0.23,0.47,8,804,2.7,2.9,6.2,i,32,i,-12,.,.,-4%,-0.9%
Nc1nc(-c2ccco2)nn1C(=O)c1cccnc1,0.08,992,1,-0.2,1.1,-0.69,.,.,3.2,2.2,6.9,i,31,i,-7,-9.1,1047,8%,-1.7%
CC(=O)C1C(c2cccc(F)c2)c2c(n[nH]c2C)CC1(C)O (stereo unspecified),0.04,1071,-1.1,-0.28,0.037,0.51,-15,756,.,.,.,i,34,.,.,-0.4,1373,-5%,.
COc1ccc(/C=N/Nc2ncnc3sc4c(c23)CCCC4)cc1OC,-0.04,1239,0.21,-0.25,-0.13,-0.0054,-18,518,1.9,3.1,11,i,1,i,-8,-2.2,1154,15%,-1.4%
COc1cccc(C(=O)NC2CCSC2=O)c1 (stereo unspecified),0.45,1187,0.47,-0.075,0.86,-1.7,.,.,5.6,2.7,7.1,i,59,i,-6,-1.6,807,3%,-2.2%
CC(=O)NCCn1c(SCC#N)nc2ccccc2c1=O,-0.42,1376,1.6,-0.26,0.81,-1.2,.,.,4.0,2.9,6.0,i,52,i,9,1.4,1401,8%,-0.6%
Cc1ccc(-c2nc(CSCC(=O)N3CCN(c4ccccn4)CC3)c(C)o2)cc1,0.76,845,-0.31,-0.25,-0.031,0.2,.,.,4.3,5.0,5.1,i,64,i,10,.,.,-10%,-0.2%
COc1ccc(S(=O)(=O)N2CCN(C(=O)NCc3ccccc3)CC2)cc1,-0.37,1192,-0.99,-0.2,-0.5,0.51,.,.,1.4,2.4,2.4,i,56,i,7,-5.3,811,-5%,-1.5%
O=C(NCc1cccs1)c1cc(-c2cccc(Cl)c2)on1,0.42,1181,-0.43,-0.18,0.12,-0.092,.,.,3.7,1.4,2.8,i,37,i,20,-2.0,978,-3%,0.6%
O=C(O)c1ccccc1N1C(=O)C2C3c4ccccc4C(Br)(c4ccccc43)C2C1=O (stereo unspecified),-0.04,1544,2.4,-0.16,1.2,-1.4,-11,749,3.1,2.2,0.9,i,54,i,19,-0.5,941,10%,-1.0%
COc1cccc(C(=O)Nc2ccc(S(=O)(=O)Nc3cc(C)nc(C)n3)cc2)c1,-0.35,1512,0.31,-0.12,0.45,-1.1,5,639,1.6,1.7,6.3,i,43,i,13,0.8,1532,11%,-1.4%
O=C1c2cccnc2Nc2ccccc2N1CCCF,.,.,-0.69,-0.12,-0.6,0.57,.,.,1.2,2.1,6.9,i,45,i,-5,.,.,-8%,0.3%
COc1ccc(C(C(=O)NC(C)(C)C)N(Cc2ccccc2)C(=O)CCC(=O)Nc2cc(C)on2)cc1 (stereo unspecified),-0.97,1367,-1.3,-0.29,-0.47,0.97,66*,706*,1.9,1.7,4.9,i,58,i,7,0.7,1505,-7%,4.0%
Cc1ccc(SCCNC(=O)CN2C(=O)c3ccccc3S2(=O)=O)cc1,0.29,1068,0.75,-0.16,0.96,-0.51,.,.,2.2,1.5,3.6,i,50,i,8,-2.0,884,-4%,-0.3%
NNC(=O)C(=O)NCCCN1CCOCC1,-0.15,1219,-0.61,-0.17,-0.44,-0.41,-6,676,2.0,2.5,9.0,i,34,i,-8,-0.9,1099,-5%,-0.1%
COc1ccc(C2C3=C(Nc4ncnn42)c2ccccc2CCC3)cc1 (stereo unspecified),0.26,1328,0.4,-0.015,0.97,-0.55,.,.,6.9,2.2,6.5,i,9,i,11,-0.1,1187,6%,2.7%
